Source: PubChem BioAssay (NCI)
cln2 rad14 = NCI yeast anticancer drug screen, S. cerevisiae cln2 rad14 strain | growth inhibition, % at 50 µM | actives 8.3% (n = 78,000) | AID 165;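 further: 0% = growth of vehicle-only cultures of the same strain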
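Compounds are applied to the cln2 rad14 yeast strain, and growth is then compared with that of vehicle-treated cultures to give inhibition.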
rad50 = NCI yeast anticancer drug screen, S. cerevisiae rad50 strain. growth inhibition, % at 50 µM. actives 10% (n = 79,000);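 further: 0% = growth of vehicle-only cultures of the same strain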
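Vehicle-treated cultures provide the reference for the growth inhibition reported for compound-exposed, repair-deficient yeast.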
yeast mec2-1 = NCI yeast anticancer drug screen, S. cerevisiae mec2-1 strain; % growth inhibition at 50 µM; actives 9% (n = 79,000); AID 157;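 further: 0% = growth of vehicle-only cultures of the same strain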
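Mutant yeast (mec2-1) grown with compound; growth inhibition relative to vehicle control reported.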
sgs1 mgt1 = NCI yeast anticancer drug screen, S. cerevisiae sgs1 mgt1 strain. growth inhibition, % at 50 µM. actives 10% (n = 78,000);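 further: 0% = growth of vehicle-only cultures of the same strain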
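Genetically altered yeast, compound exposure, growth inhibition relative to vehicle.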
yeast mlh1 rad18 = NCI yeast anticancer drug screen, S. cerevisiae mlh1 rad18 strain. % growth inhibition at 50 µM. actives 11% (n = 79,000);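 further: 0% = growth of vehicle-only cultures of the same strain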
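Genetically defined yeast (DNA repair-deficient) exposed to compounds; growth inhibition determined relative to vehicle.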
yeast bub3 = NCI yeast anticancer drug screen, S. cerevisiae bub3 mutant strain; AID 167; actives 9.9% (n = 78,000); % growth inhibition at 50 µM;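 further: 0% = growth of vehicle-only cultures of the same strain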
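Whole-cell yeast assay. The mutant strain was incubated with compounds, and growth inhibition was determined by comparison with vehicle-treated cells.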
Active calls of the source: *; . = no result given. No stated cut-off is given here; in the data, active means growth inhibition above about 70%; inactive means the rest.

SMILES	cln2 rad14	rad50	yeast mec2-1	sgs1 mgt1	yeast mlh1 rad18	yeast bub3
COC(=O)C1=CO[C@@H](OC2OC(CO)C(O)C(O)C2O)[C@@H]2[C@@H](CO)[C@@H](O)[C@@H](OC(=O)/C=C/c3ccc(O)c(O)c3)[C@H]12 (stereo not given in full)	20.4	2.9	-21.2	-31.1	19.8	-7.0
NCCCOCCN1CCN(c2ccccc2)CC1	-39.5	-0.8	-27.2	0.8	7.2	3.0
CN1C(=O)C(=C/C=C/N(C)c2ccccc2)C(=O)N(C)C1=O	19.9	14.2	23.7	28.6	18.3	19.6
O=[N+]([O-])c1cc2c(cc1O)[nH]c1cccc([N+](=O)[O-])c12	21.1	-2.2	-11.4	-42.5	-22.6	-15.8
COCC/C=C\CN(C(C)C)C(C)C	5.5	-9.5	-13.3	-0.4	1.1	3.5
O=C(CCCN1CCC2(CC1)CC(=O)N(N1CCOCC1)C2=O)c1ccccc1	-3.5	11.2	11.4	38.2	-6.4	10.2
CCCC1OC(c2ccccc2)OCC1CC (stereo not given)	-36.9	6.5	20.2	-12.7	9.1	15.8
CCCCOC(OCCCC)C(C)(C)CN(C)C	17.9	14.9	13.2	13.4	19.1	7.2
Cc1cc2nc3c(=O)[nH]c(=O)nc-3n(CCOC(=O)CCC(=O)O)c2cc1C	0.2	-8.3	9.4	10.5	4.0	3.1
O=C1/C(=C/c2ccc([N+](=O)[O-])cc2)CCCc2ccccc21	-22.3	11.1	6.8	22.9	21.9	-0.9
O=C(O)c1ccccc1SCCO	47.8	-1.9	18.0	25.3	-3.8	-22.4
Cc1cc(N=Nc2cc(Br)cc(Br)c2)cc(C)c1N	-12.2	10.8	1.3	18.1	7.7	3.5
CN(C)/C(=N/C(=S)Nc1ccccc1)SCc1ccccc1	98.8*	99.2*	99.7*	99.0*	97.7*	99.5*
COc1ccc(CCNC(=O)c2ccc(Cl)c(Cl)c2)cc1OC	-26.2	-51.3	-36.4	-13.1	-32.5	-35.8
COc1ccc2c(c1)C(=O)CC(N)C2 (stereo not given)	-6.9	15.7	8.2	-29.0	-14.9	-8.6
FC(F)(F)c1ccc(C(Nc2nncs2)Nc2nncs2)cc1	-8.3	-6.9	-6.7	-4.5	0.8	7.6
Nn1c(-c2ccccc2)nc2ccc(Br)cc2c1=O	24.8	0.9	7.5	18.5	43.5	8.0
CCCCCC(O)C(C)(C)C (stereo not given)	9.1	5.3	-41.6	6.8	4.8	7.5
O=C1C[C@H](c2ccccc2)C2(C(=O)c3ccccc3C2=O)[C@H](c2ccccc2)C1	-13.4	12.6	-12.6	-16.0	-24.8	-2.6
O=C(c1ccccc1)C(CBr)C(Br)c1ccccc1 (stereo not given)	-24.8	-17.4	24.7	10.1	1.8	16.9
CC(N)C(C)(C)O (stereo not given)	-12.8	-2.1	-13.7	1.7	0.1	6.2
COC1=CC(=O)c2ccccc2C1(C)C1=NC(C)(C)CO1 (stereo not given)	16.9	-20.1	-15.0	-14.2	0.1	-15.1
CCN(c1ccc(Br)cc1)c1ccc(Br)cc1	-7.8	-14.2	-20.1	-23.2	7.5	3.8
O=C1CC2c3ccccc3C(O)(CC1=O)c1ccccc12	15.2	16.2	6.7	11.7	19.2	-16.6
Nc1ncnn2c(C3OC(CO)C(O)C3O)ccc12 (stereo not given)	-34.1	-47.8	2.7	-14.2	-23.8	-44.8

Additional records
SMILES	cln2 rad14	rad50	yeast mec2-1	sgs1 mgt1	yeast mlh1 rad18	yeast bub3
Cc1ccccc1NC(=O)Nc1ccc(S(N)(=O)=O)cc1	14.9	17.1	6.1	4.2	7.7	8.7
Clc1ccccc1C(CI)c1ccccc1Cl	13.4	25.6	9.8	15.2	10.1	-1.2
S=C(S)NCCCn1ccnc1	-15.9	-11.8	23.8	-14.8	-0.8	-30.7
CC1=NN(S(=O)(=O)c2ccc(C)cc2)C(c2ccccc2)C1 (stereo not given)	-2.2	-7.2	14.4	0.8	-9.1	7.5
COc1cc(C(c2cc3c(cc2O)OCO3)N2CCN(C(c3cc(OC)c(O)c(OC)c3)c3cc4c(cc3O)OCO4)CC2)cc(OC)c1O (stereo not given)	-36.5	26.3	41.0	43.6	51.2	33.8
CN(C)Cc1ccnc(Cl)n1	-34.5	-16.2	20.1	-16.8	-8.1	-13.3
Cn1c(=S)sc2ccc3ccccc3c21	.	-17.4	-11.1	.	-25.9	.
O=C(Nc1ccccc1)Nc1ccc2c(c1)C(=O)CCCC2	-16.7	-5.0	-24.2	-9.1	11.5	-3.8
COC1=CC23CC(CC(c4cc(OC)c(OC)c(OC)c4)C2C)OC3=CC1=O (stereo not given)	-16.6	-35.4	-34.3	-34.4	-27.0	-25.6
O=C(COc1ccc(Cl)c(Cl)c1)Nc1ccc(C(=O)CCl)cc1	-3.4	6.0	31.3	19.4	9.3	42.5
C=CS(=O)(=O)CCOc1ccc(Cl)cc1Cl	97.8*	98.8*	99.2*	99.7*	98.9*	98.4*
CC(C)c1ccc(C(=O)N(C)C)cc1	-7.1	6.5	3.7	10.7	4.2	5.0
Cn1c(=O)c2c(=O)cc(N)[nH]c2n(C)c1=O	11.9	60.1	22.1	-2.9	3.2	-18.5
CN1CN(C)CN(C)C1	17.1	-8.3	-19.9	-14.6	1.1	7.8
CC(O)C(F)(F)C(F)F (stereo not given)	8.3	-51.6	-59.4	-37.5	-15.9	-47.8
Clc1cccc(Cl)c1/C=N/N1CCN(/N=C/c2c(Cl)cccc2Cl)CC1	6.5	18.9	10.1	17.9	0.7	-4.1
Cc1cc(S(=O)(=O)Nc2n[nH]c(Nc3ccccc3)n2)c(SCC(=O)O)cc1Cl	-0.2	11.3	52.8	51.2	23.1	-4.2
NC(CCC(=O)NC(CSCC(=O)Nc1ccc(O)cc1)C(=O)NCC(=O)O)C(=O)O (stereo not given)	-3.2	-8.2	16.2	-5.5	11.9	4.3
COC(=O)CC1(O)C=C(C)C(=O)c2ccccc21 (stereo not given)	-19.0	4.9	-5.7	-19.2	-11.2	25.2
CCOC(=O)/C=C/C(=O)[O-].CCOC(=O)/C=C/C(=O)[O-].NC1CCCCC1N.[Pt+4]	-2.1	19.2	25.9	19.4	10.2	20.1
CC(C)(C)NC(=O)NCc1ccccc1	-62.8	0.5	-32.1	-7.5	-2.9	-1.9
N#Cc1ccc(OC(=O)Nc2c(Br)cc(Br)cc2Br)cc1	23.9	5.0	-6.0	1.7	4.0	4.4
CCC(C)(O)C#CC(C)(O)CC (stereo not given)	-63.0	-0.1	-0.9	11.8	-40.8	9.8
CCC(C(=O)NC(C)C)c1ccccc1 (stereo not given)	-1.6	6.0	-7.2	-18.6	-6.8	2.0
CCOC(=O)CCC(CCC(=O)OCC)C(=O)OCC	-16.1	-27.5	-33.5	-10.1	-8.5	0.1

Remaining list, next part:
SMILES	cln2 rad14	rad50	yeast mec2-1	sgs1 mgt1	yeast mlh1 rad18	yeast bub3
COc1ccccc1CC(C)N1CCCC1c1ccccc1 (stereo not given)	-41.6	-12.1	-6.8	-0.9	3.4	4.7
N=C(N)C(NC=O)C(=O)NCc1ccccc1 (stereo not given)	-1.2	5.2	9.6	5.5	-3.5	-6.0
CC(C)(C)c1ccc(N)cc1	-3.5	-37.7	-29.8	-10.9	-13.5	-2.6
CC(C)CCC[C@@H](C)[C@H]1CC[C@H]2[C@@H]3CC=C4C[C@@H]([n+]5ccccc5)CC[C@]4(C)[C@H]3CC[C@]12C	8.2	-2.5	-9.8	0.9	-7.5	-14.1
FC(F)(F)c1cc(-n2c(-c3ccccc3)nc(=S)c3c2CCCC3)cc(C(F)(F)F)c1	8.8	-12.9	-20.3	-5.6	0.2	-12.6
Cc1[nH]nc2ncnc(N)c12	0.9	4.0	-4.3	11.4	2.0	-0.1
c1ccc2c(CSCc3cccc4ccccc34)cccc2c1	-7.3	-20.4	-28.8	-25.9	0.2	-30.4
CS1(=O)=NC(=O)C(N2C(=O)c3ccccc3C2=O)CC1 (stereo not given)	-17.4	0.6	4.9	-0.9	5.5	13.2
COC(=O)c1nc2[nH]n(-c3ccccc3)c(=O)c2c2c1CCCCCCCCCC2	-9.5	41.2	-11.0	3.3	19.9	-3.2
OC(c1ccsc1)c1cc2ccccc2s1 (stereo not given)	31.6	50.2	17.8	41.9	40.9	45.3
O=C1NC(O)(c2ccccc2)c2ccccc21 (stereo not given)	3.4	-7.0	-7.5	-1.2	-7.0	2.9
CC(=O)NC(C)Cc1ccc(C(=O)O)cc1 (stereo not given)	-36.4	13.9	-6.2	-8.5	12.6	-4.5
COc1ccccc1C(O)C(CN1CCCCC1)CN1CCCCC1 (stereo not given)	23.4	4.1	3.0	21.2	-5.8	-9.6
CC(NCCN1CCOCC1)c1ccc2ccccc2c1 (stereo not given)	23.9	40.7	15.4	41.5	42.6	32.8
c1ccc(-n2c3ccccc3c3ccccc32)cc1	37.9	86.7*	82.2*	88.2*	84.5*	88.2*
O=c1c2cc3c(=O)n(O)c(=O)c3cc2c(=O)n1O	6.8	12.4	-18.2	-9.4	-90.4	3.2
CC(=O)OCCC(OC(C)=O)c1ccccn1 (stereo not given)	-3.0	-13.9	-13.1	-9.1	-18.6	4.0

Some of these compounds in order of molar mass, falling:
SMILES	cln2 rad14	rad50	yeast mec2-1	sgs1 mgt1	yeast mlh1 rad18	yeast bub3
CCOC(=O)/C=C/C(=O)[O-].CCOC(=O)/C=C/C(=O)[O-].NC1CCCCC1N.[Pt+4]	-2.1	19.2	25.9	19.4	10.2	20.1
N#Cc1ccc(OC(=O)Nc2c(Br)cc(Br)cc2Br)cc1	23.9	5.0	-6.0	1.7	4.0	4.4
NC(CCC(=O)NC(CSCC(=O)Nc1ccc(O)cc1)C(=O)NCC(=O)O)C(=O)O (stereo not given)	-3.2	-8.2	16.2	-5.5	11.9	4.3
FC(F)(F)c1cc(-n2c(-c3ccccc3)nc(=S)c3c2CCCC3)cc(C(F)(F)F)c1	8.8	-12.9	-20.3	-5.6	0.2	-12.6
CC(C)CCC[C@@H](C)[C@H]1CC[C@H]2[C@@H]3CC=C4C[C@@H]([n+]5ccccc5)CC[C@]4(C)[C@H]3CC[C@]12C	8.2	-2.5	-9.8	0.9	-7.5	-14.1
COC(=O)c1nc2[nH]n(-c3ccccc3)c(=O)c2c2c1CCCCCCCCCC2	-9.5	41.2	-11.0	3.3	19.9	-3.2
COc1ccccc1C(O)C(CN1CCCCC1)CN1CCCCC1 (stereo not given)	23.4	4.1	3.0	21.2	-5.8	-9.6
c1ccc2c(CSCc3cccc4ccccc34)cccc2c1	-7.3	-20.4	-28.8	-25.9	0.2	-30.4
COc1ccccc1CC(C)N1CCCC1c1ccccc1 (stereo not given)	-41.6	-12.1	-6.8	-0.9	3.4	4.7
CS1(=O)=NC(=O)C(N2C(=O)c3ccccc3C2=O)CC1 (stereo not given)	-17.4	0.6	4.9	-0.9	5.5	13.2
CCOC(=O)CCC(CCC(=O)OCC)C(=O)OCC	-16.1	-27.5	-33.5	-10.1	-8.5	0.1
O=c1c2cc3c(=O)n(O)c(=O)c3cc2c(=O)n1O	6.8	12.4	-18.2	-9.4	-90.4	3.2
COC(=O)CC1(O)C=C(C)C(=O)c2ccccc21 (stereo not given)	-19.0	4.9	-5.7	-19.2	-11.2	25.2
c1ccc(-n2c3ccccc3c3ccccc32)cc1	37.9	86.7*	82.2*	88.2*	84.5*	88.2*
CC(=O)OCCC(OC(C)=O)c1ccccn1 (stereo not given)	-3.0	-13.9	-13.1	-9.1	-18.6	4.0
N=C(N)C(NC=O)C(=O)NCc1ccccc1 (stereo not given)	-1.2	5.2	9.6	5.5	-3.5	-6.0
O=C1NC(O)(c2ccccc2)c2ccccc21 (stereo not given)	3.4	-7.0	-7.5	-1.2	-7.0	2.9
CC(=O)NC(C)Cc1ccc(C(=O)O)cc1 (stereo not given)	-36.4	13.9	-6.2	-8.5	12.6	-4.5
CC(C)(C)NC(=O)NCc1ccccc1	-62.8	0.5	-32.1	-7.5	-2.9	-1.9
CCC(C(=O)NC(C)C)c1ccccc1 (stereo not given)	-1.6	6.0	-7.2	-18.6	-6.8	2.0
CCC(C)(O)C#CC(C)(O)CC (stereo not given)	-63.0	-0.1	-0.9	11.8	-40.8	9.8
Cc1[nH]nc2ncnc(N)c12	0.9	4.0	-4.3	11.4	2.0	-0.1

Rows were taken by chance; 13% or so of the library scored in one or more.
